Assay outcomes as filed in PubChem BioAssay.
Efflux pump mplx: blocks antifungal efflux pumps in multiplex yeast assay. S. cerevisiae Candida pump triplex, Nile Red efflux. inhibition, % at 10 µM. hit rate 0.44% among 330,000;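 active = plate passing quality check with inhibition over a set limit, or well fluorescence over plate mean plus 4 SD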;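 note: Nile Red retained in pooled yeast measured as flow cytometry median fluorescence; 0% = buffer negative control and 100% = Enniatin B positive control; higher means more Nile Red kept so more efflux inhibition; some compounds called inactive have numbers as strong as hits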
VLA-4 inh: inhibition in a human VLA-4 binding assay. P13612. VLA-4 expressing cells, ligand binding flow cytometry. inhibition, % (about 7 µM as worked out from the volumes in the protocol). hit rate 0.2% among 330,000; in the data active = inhibition above about 50%
PME-1 primary: blocks human protein phosphatase methylesterase 1; AID 2130; inhibition, % at 5.9 µM; hit rate 0.53% among 320,000; recombinant PME-1, FP-Rh probe fluorescence polarization;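 active = inhibition above the campaign mean of all compounds plus 3 SD, cut at about 26% in these data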;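 note: competitive labeling of PME-1 active site by serine hydrolase directed probe; 0% = PME-1 with DMSO and 100% = wells lacking PME-1 enzyme; inhibitors block probe labeling so polarization falls and inhibition rises; many of its hits are not listed in these tables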
GLD-1 TGE inh: GLD-1-TGE RNA interaction inhibition (C. elegans); purified GLD-1 + fluorescein TGE RNA, fluorescence polarization; inhibition, % at 5.96 µM; hit rate 0.44% among 320,000; AID 2280;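 active = percent inhibition above a per-plate cutoff, the plate mean of test compounds plus 3 SD, cut at about 30% in these data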;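 note: 0% = DMSO wells with GLD-1 and probe and 100% = wells lacking GLD-1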
GRK2 aptamer HTS: human GRK2 inhibition via aptamer displacement | bead flow cytometry, FAM-aptamer displacement from GRK2 | inhibition of aptamer binding, % at 10 µM | hit rate 0.59% among 330,000;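 active = inhibition of aptamer binding above 40%, roughly 3 SD of noise, on plates passing a quality check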;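 note: median bead fluorescence of bound FAM aptamer so fluorescent compounds give negative values; no value below 0 was filed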
BCLXL inh: blocks human Bcl-xL binding to Bim BH3 peptide; GST-Bcl-xL / FITC-Bim BH3 peptide fluorescence polarization; inhibition, % at 10.9 µM; hit rate 0.7% among 320,000;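 active = inhibition above the mean of all tested compounds plus 3 SD, cutoff set per campaign, cut at about 30% in these data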;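 note: 0% = DMSO wells and 100% = unlabeled Bim-BH3 peptide competitor; inhibitors lower millipolarization by displacing the labeled peptide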
Target sequence (Q07817 whole entry, looked up): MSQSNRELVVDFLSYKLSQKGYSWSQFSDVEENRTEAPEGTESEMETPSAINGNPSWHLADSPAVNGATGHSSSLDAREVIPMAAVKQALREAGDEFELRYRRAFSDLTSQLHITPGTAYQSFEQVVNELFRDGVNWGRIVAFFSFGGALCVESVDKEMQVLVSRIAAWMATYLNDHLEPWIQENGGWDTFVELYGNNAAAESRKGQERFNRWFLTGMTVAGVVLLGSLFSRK
Fam108B inh: blocks mouse Fam108B hydrolase in RBBP9 counter-screen | inhibition, % at 9.51 µM | recombinant Fam108B, FP-Rh probe fluorescence polarization | AID 1947 | hit rate 0.33% among 300,000;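 active = inhibition above the screen mean inhibition plus 3 SD, computed separately per campaign, cut at about 18% in these data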;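 note: inhibitors lower polarization as less probe binds the enzyme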
MCL1-BIM inh: disrupts human MCL1 binding to BIM-BH3 peptide; GST-MCL1 / FITC-Bim-BH3 fluorescence polarization; inhibition, % at 10.9 µM; hit rate 0.68% among 320,000;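 active = inhibition above the mean inhibition of all tested compounds plus 3 SD, set per campaign, cut at about 40% in these data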;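 note: 0% = DMSO wells and 100% = unlabeled Bim-BH3 peptide control; higher means more loss of mP so more displacement of Bim peptide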
Target sequence (Q07820 whole entry, looked up): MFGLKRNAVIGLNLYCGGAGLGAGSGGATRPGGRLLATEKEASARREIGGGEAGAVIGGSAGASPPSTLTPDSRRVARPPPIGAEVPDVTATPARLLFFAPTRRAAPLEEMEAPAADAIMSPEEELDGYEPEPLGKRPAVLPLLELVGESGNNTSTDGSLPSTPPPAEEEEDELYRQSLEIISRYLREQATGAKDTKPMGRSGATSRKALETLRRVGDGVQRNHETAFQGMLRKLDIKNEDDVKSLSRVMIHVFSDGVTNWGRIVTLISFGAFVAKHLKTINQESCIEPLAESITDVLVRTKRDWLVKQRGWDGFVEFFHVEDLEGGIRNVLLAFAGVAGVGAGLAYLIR
MEX-5 binding: C. elegans MEX-5 TCR-2 RNA binding activity; Q9XUB2; MEX-5/FITC-TCR2 RNA binding, fluorescence polarization; active compounds read low; activity score (negative = inhibition of binding), % at 10 µM; hit rate 0.38% among 300,000;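 active = inhibition past about -25% in most replicates, and total fluorescence under double the plate's negative control median, limit read from the data; inconclusive = replicates evenly split on the limit, or fluorescence at least double controls; inactive = too little inhibition in most replicates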;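 note: 0% = DMSO and -100% = 5 µM competing unlabeled TCR2 RNA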
Target sequence (Q9XUB2 whole entry, looked up): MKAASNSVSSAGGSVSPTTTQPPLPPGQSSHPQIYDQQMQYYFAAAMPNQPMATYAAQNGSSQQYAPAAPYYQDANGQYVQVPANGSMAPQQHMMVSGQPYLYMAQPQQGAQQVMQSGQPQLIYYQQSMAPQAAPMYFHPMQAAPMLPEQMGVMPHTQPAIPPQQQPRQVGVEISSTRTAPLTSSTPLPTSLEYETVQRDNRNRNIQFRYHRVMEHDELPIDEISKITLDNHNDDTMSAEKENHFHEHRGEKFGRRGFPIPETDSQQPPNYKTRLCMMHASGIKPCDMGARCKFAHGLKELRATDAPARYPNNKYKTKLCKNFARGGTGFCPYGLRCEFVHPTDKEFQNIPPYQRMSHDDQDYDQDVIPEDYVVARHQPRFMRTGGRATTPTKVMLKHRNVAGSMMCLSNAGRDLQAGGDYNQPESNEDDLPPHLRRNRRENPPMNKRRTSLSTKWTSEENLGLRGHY
* = called active by the depositor; ? = inconclusive; nt = no result given; + = active, no number. An excerpt (hit frequency here may not be typical).

SMILES	Efflux pump mplx	VLA-4 inh	PME-1 primary	GLD-1 TGE inh	GRK2 aptamer HTS	BCLXL inh	Fam108B inh	MCL1-BIM inh	MEX-5 binding
O=C(NS(=O)(=O)c1ccc(Cl)cc1)c1ccccc1	-0.1	45	3	5	2	3	1	-1	-0.5
COC(=O)c1ccc(/C=N/N2CCN(Cc3ccc(Cl)cc3)CC2)cc1	0.0	9	-6	7	1	-2	-3	3	-1.8
Cc1ccc(S(=O)(=O)N2CCOCC2)cc1NC(=O)CSc1nnc(C2CC2)n1C1CC1	0.0	4	-5	6	0	2	nt	-6	nt
COc1ccc(CN2C(=O)NC3(CCCc4ccccc43)C2=O)cc1F (stereo unspecified)	0.0	8	5	-9	0	-2	3	6	1.2
COC(=O)/C(C#N)=C/c1c(N2CCN(c3cccc(Cl)c3)CC2)nc2c(C)cccn2c1=O	0.0	-5	-22	8	1	19	-20	19	-3.3
COC(=O)c1ccc(NC(=O)c2cc[n+](Cc3ccccc3)cc2)cc1	-0.1	-3	nt	nt	0	nt	nt	nt	-0.4
O=C(Nc1ccc([N+](=O)[O-])cc1)N1CCCCC1	0.0	3	1	5	2	1	-2	1	2.1
COc1cc(/C=N/NC(=O)CN(CCc2ccccc2)S(=O)(=O)c2ccc(NC(C)=O)cc2)cc(OC)c1OC	0.5	12	-14	4	0	6	-9	-1	-2.1
CC(=O)c1cccc(-c2ccc3c(=O)[nH]c(Nc4ccccc4)cc3c2)c1	-0.1	3	21	-14	6	-1	16	-12	0.4
CNC(=O)c1c(NC(=O)c2ccc(S(=O)(=O)N(C)c3ccccc3)cc2)sc2c1CCN(C(C)C)C2	-0.1	-178	1	-72	0	-90	-1	-134	-21
CCn1cc(Br)c(C(=O)NC(C)c2ccccc2)n1 (stereo unspecified)	-0.1	14	8	8	0	1	5	3	-1.2
CCOC(=O)CCNC(=O)N1CCCC(N(C)CCc2ccccc2)C1 (stereo unspecified)	-0.1	17	0	0	1	7	-2	-5	-1.3
O=C(CNC(=O)c1ccc(Br)o1)NNC(=O)COc1ccccc1Cl	0.0	15	1	10	3	2	nt	-5	nt
C=C1C(=O)O[C@H]2[C@H]1[C@@H](O)CC(=C)[C@@H]1CC(=O)[C@@H](C)[C@H]21	-0.2	-6	2	4	0	4	2	5	-0.8
O=C(Nc1cccs1)Nc1ccc(F)cc1F	0.2	5	2	4	7	13	2	13	0.2
CC1CCCC(C)N1C(=O)COC(=O)CNC(=O)c1ccccc1F (stereo unspecified)	0.0	2	2	1	0	23	nt	7	nt
CN(C)S(=O)(=O)c1cc(NC(=O)COC(=O)CC2CC3CCC2C3)ccc1Cl (stereo unspecified)	-0.2	-2	nt	1	0	nt	nt	nt	nt
CCn1nnnc1SCC(=O)Nc1nc2ccc(OC)cc2s1	-0.2	-6	0	4	0	1	5	0	1.7
O=S(=O)(c1ccc(F)cc1)N1CCc2ccccc2C1	-0.1	22	-6	4	0	7	0	3	-3.4
Cc1c(O)ccc2c3c(c(=O)oc12)CCCC3	0.1	-9	0	4	3	6	12	6	nt
O=C(COC(=O)c1ncc(Cl)c(Cl)c1Cl)NCc1cccs1	0.1	7	3	-3	0	1	2	-3	1.6
O=C(/C=C/c1ccc(N2CCOCC2)cc1)c1ccccc1	0.0	-14	1	-43	0	-34	2	-74	2.7
NS(=O)(=O)c1ccc(NC(=O)c2ccc(CNS(=O)(=O)c3cc(C(F)(F)F)ccc3Cl)cc2)cc1	-0.2	1	-23	-4	0	0	-5	-2	-1.7
Cc1ccc(-n2c(=O)cc(N3CCC(C)CC3)[nH]c2=O)cc1	0.0	23	3	-4	0	2	2	0	-0.8
O=C(Nc1cccc(F)c1)N1CCCC(CNS(=O)(=O)Cc2ccccc2)C1 (stereo unspecified)	0.4	16	-2	-1	0	0	-1	3	0.9

Next section, starting with the last two of the part before.
SMILES	Efflux pump mplx	VLA-4 inh	PME-1 primary	GLD-1 TGE inh	GRK2 aptamer HTS	BCLXL inh	Fam108B inh	MCL1-BIM inh	MEX-5 binding
Cc1ccc(-n2c(=O)cc(N3CCC(C)CC3)[nH]c2=O)cc1	0.0	23	3	-4	0	2	2	0	-0.8
O=C(Nc1cccc(F)c1)N1CCCC(CNS(=O)(=O)Cc2ccccc2)C1 (stereo unspecified)	0.4	16	-2	-1	0	0	-1	3	0.9
CCOc1ccc(NC(=O)/C=C/c2ccccc2)c([N+](=O)[O-])c1	-0.2	3	-4	-4	0	7	1	-1	-7.5
CC(=O)c1cccc(NC(=O)/C(=C/c2ccco2)NC(=O)c2ccco2)c1	-0.2	8	3	-2	0	8	1	2	-3.4
CCOC(=O)CSc1nc(C)c2ccc(C)cc2n1	-0.1	6	-6	0	0	3	-5	-3	1.7
COc1ccc(NC(=O)Nc2ccc(Br)cn2)cc1OC	0.1	4	5	4	0	6	4	4	-0.8
COc1ccc(C2C(C(=O)c3ccc(C)o3)=C(O)C(=O)N2Cc2ccco2)cc1OC (stereo unspecified)	1.1	-13	-4	-6	0	-5	-1	-5	1.7
CCn1cc(C(=O)N[C@H](C(=O)NCCO)C(C)C)c(=O)c2cc3c(cc21)OCO3	-0.2	12	2	3	0	5	1	5	-6.0
c1ccc(Oc2nc3ccccc3n3cccc23)cc1	0.1	12	-6	4	1	-2	-3	-2	3.6
CCN(CC)S(=O)(=O)c1cccc(-c2nn(-c3ccccc3)cc2/C=C(\C#N)C(=O)NCc2ccco2)c1	0.1	5	-11	3	0	2	-20	2	-0.4
CC(C(=O)Nc1ccccc1-c1ccccc1)N1CCN(Cc2ccccc2)CC1 (stereo unspecified)	0.1	2	3	-1	2	5	2	4	1.0
COc1ccccc1NC(=O)C1CCN(C(=O)NCc2ccccc2)CC1	0.1	-4	1	-6	1	5	-2	3	0.4
COC(=O)[C@H](Cc1ccccc1)NC(=O)N1CCN(c2ccc(F)cc2)CC1	0.0	-1	-2	6	0	4	-2	8	1.3
O=S(=O)(c1cccc2cccnc12)N1CCCCC1	0.1	-21	3	2	1	6	0	-1	3.7
CC1CN(C(=O)CSc2nnc(-c3ccccc3)o2)CC(C)O1 (stereo unspecified)	0.1	-3	-2	5	8	-5	-4	-5	-0.7
CCOC(=O)NC(NS(=O)(=O)c1ccccc1)(C(=O)OCC)C(F)(F)F (stereo unspecified)	0.2	27	-3	6	2	0	0	-2	0.2
O=C(NC1CCCCCC1)C1c2ccccc2C(=O)N1Cc1cccs1 (stereo unspecified)	0.2	6	4	-4	0	-6	9	3	nt
O=[N+]([O-])c1ccc(-c2nc(C(Cl)Cl)c3ccccc3n2)cc1	0.4	8	1	0	1	5	-4	7	-0.7
Cc1nn(CCS(=O)(=O)c2ccc(Cl)cc2)c(C)c1Br	0.1	3	-5	4	2	0	-5	-2	-0.9
CC[N+]1(CC)CC2=Cc3ccccc3CC2C1 (stereo unspecified)	0.0	-23	1	11	0	5	-8	6	1.6
CC(C)(C)CC(=O)Nc1nn[nH]n1	0.3	10	-12	-27	2	-19	-5	-38	-1.1
COC(CNC(=O)c1ccc2c3c(onc13)-c1ccccc1C2=O)OC	0.1	-96	6	+	5	+	5	+	?
COc1cc(/C=N/NC(=O)c2cccc([N+](=O)[O-])c2)ccc1OCc1ccc(C)cc1	-0.1	21	-2	6	1	0	-3	2	0.1
COc1ccccc1C(=O)NC(=O)OCCn1c(C)cnc1[N+](=O)[O-]	0.1	4	-2	2	2	4	-1	4	2.4
O=C(OCc1nnc(-c2ccccc2)o1)c1cccc(S(=O)(=O)N2CCOCC2)c1	0.0	12	6	3	2	2	0	2	-1.5
OCC1(CC2CCCCO2)CCN(Cc2nc3ccccc3[nH]2)CC1 (stereo unspecified)	0.3	-22	-5	1	2	3	-2	0	7.4
COc1cccc(CN2CC(C(=O)N(C)CCc3ccccc3)CCC2=O)c1 (stereo unspecified)	0.0	11	-2	2	0	4	0	5	-0.6
Next compounds
SMILES	Efflux pump mplx	VLA-4 inh	PME-1 primary	GLD-1 TGE inh	GRK2 aptamer HTS	BCLXL inh	Fam108B inh	MCL1-BIM inh	MEX-5 binding
O=S(=O)(CC(O)CS(=O)(=O)c1ccc(Cl)cc1)c1ccccc1 (stereo unspecified)	-0.1	-3	5	6	0	4	2	7	3.3
Cc1c(Cl)cccc1NC(=O)c1nc(C)n(-c2cc(OC(C)C)c(Cl)cc2Cl)n1	0.0	14	-6	0	0	0	-4	0	0.3
CCN(CC)CCNC(=O)c1sc2ncn(CC(=O)Nc3ccc(C)c(Cl)c3)c(=O)c2c1C	0.0	12	-6	-9	0	4	-5	-5	1.1
CN1CCN(CCC=C2c3ccccc3Sc3ccc(S(=O)(=O)N(C)C)cc32)CC1	0.0	-34	10	2	0	6	-1	1	nt
CCOc1ccc2nc(N3C(=O)CNC3=S)sc2c1	-0.2	-6	3	6	nt	2	2	-3	0.5
COc1cc2[nH]c(C(=O)NCC3CCCO3)cc2c(OC)c1OC (stereo unspecified)	-0.1	7	0	6	0	0	-3	-1	-1.1
CN(C)CCNc1ncnc2c1sc1nc(-c3ccccc3)c3c(c12)CCCC3	0.2	25	-4	1	0	3	1	6	1.8
Cc1cccc(N(CC(=O)NCCSc2nc3ccccc3s2)S(=O)(=O)c2ccccc2)c1	-0.1	0	3	7	2	-2	2	1	1.2
CC(=O)c1cccc(NC(=O)COC(=O)c2ccccn2)c1	0.1	1	-5	2	1	2	7	2	0.4
COc1ccc(Cn2c(=O)n(Cc3ccco3)c(=N)c3c4c(sc32)COC(C)(C)C4)cc1	0.4	7	1	4	4	0	-1	1	nt
COc1ccc(OC)c(C(=O)/C=C/c2ccccc2C(F)(F)F)c1	0.1	8	2	2	2	-1	3	2	0.5
O=C(CCCN1C(=O)/C(=C/c2ccccc2)SC1=S)Nc1ccc(C(=O)O)c(O)c1	-0.1	-1	-2	9	2	10	2	9	-1.2
COc1ccc(Nc2nnc(SCC3CCCO3)s2)cc1 (stereo unspecified)	0.3	6	3	2	0	-5	-4	-10	-2.9
COc1ccc(C2=NN(C(=O)CSc3nnc(-c4ccccc4F)o3)C(c3ccco3)C2)cc1 (stereo unspecified)	-0.2	-2	-11	0	0	-4	-9	-5	0.2
O=S(=O)(c1ccc(Cl)cc1)N1CCCC1c1nc(-c2cccc(Cl)c2)no1 (stereo unspecified)	0.0	1	0	-3	11	4	-3	-6	0.7
CCCN(CCC)C(=O)CCSCCC(=O)N(CCC)CCC	0.0	2	-7	0	3	3	-1	5	-1.5
Oc1ccc[n+](/C=C\c2ccccc2)c1	0.0	-5	2	5	0	9	1	6	0.3
O=C1CNC(=S)N1CCc1ccc(Cl)cc1	-0.1	-1	-6	1	0	2	-2	10	-0.2
COc1ccccc1NS(=O)(=O)c1cc(NC(=O)COc2ccccc2)ccc1N1CCOCC1	0.1	1	nt	2	2	nt	nt	nt	nt
COC(=O)c1cc(C(=O)OCC(=O)NNC(=O)c2cccs2)cc([N+](=O)[O-])c1	0.0	6	-1	2	0	4	-2	1	0.6
O=C(NC1CCCCC1)c1ccc(OC2CCN(Cc3ccccn3)CC2)cc1	-0.1	10	5	-10	0	2	-1	4	3.4
O=c1[nH]c2ccccc2nc1C(Nc1ccccc1)c1ccccc1 (stereo unspecified)	-0.1	9	-5	12	1	6	-5	-1	1.8
CCCc1ccc(OCCNC(=O)CC)cc1	0.1	51*	0	5	0	1	-3	-3	-4.3
CCCCC(=O)OCc1cn(-c2ccc(Cl)cc2)nn1	-0.1	7	5	2	0	3	2	1	1.7
